Screening data from PubChem BioAssay.
STAT1 blocker – STAT1 signaling inhibition; NIH 3T3 STAT1-luciferase reporter, IFN-gamma, luminescence; inhibition, % at 5.5 µM; 0.35% of 200,000 active; AID 920;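 active means inhibition above a set limit, the mean inhibition across all tested compounds plus 3 SD, cut at about 34% in these data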;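 further: 0% = IFN-gamma with DMSO and 100% = IFN-gamma with 300 µM nifuroxazide; values of inactives mirror those of a sister screen read the other way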
STAT3 activator – STAT3 signaling activation; U3A cells, IL-6 STAT3-luciferase reporter, luminescence; 100% = signal with IL-6 EC80 alone; activation (% of control), % at 5.6 µM; 0.91% of 190,000 active;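 active means activation above the screen-wide mean of compound activation plus 3 SD, cut at about 130% in these data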;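 further: 0% = background luminescence of wells with medium and substrate only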
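Material: human STAT1-deficient U3A cells with stable STAT3-luciferase reporter / Probe or stimulus: IL-6 stimulus at 33 ng/mL final / Schedule: 1 h compound pre-exposure, 6 h IL-6 stimulation, 37 °C / Technique: luminescence / Read-out basis: percent of IL-6-only median luminescence / Control set: IL-6-only high control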
PPARg SRC3 recr – PPARgamma-driven SRC-3 recruitment agonism; P37231; biochemical PPARgamma/SRC-3 coactivator recruitment assay; activation, % at 8 µM; 0.26% of 200,000 active; AID 731; in the data active means activation above about 23%;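 further: 0% = DMSO and 100% = reference agonist; some compounds past the cut are filed as inactive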
bIAP act – intestinal alkaline phosphatase (bovine) activation. 0.17% of 200,000 active. purified bovine IAP, CDP-star luminescence, 30 min; active compounds read high; fold of DMSO-control signal, blank-subtracted. AID 1016. activation factor at 20 µM;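 active means activation factor of 2 or more at 20 µM, a signal rise over negative controls twice the positive control's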
ROMK primary – human ROMK K+ channel modulation, primary screen; P48048; AID 1918; 2% of 130,000 active; B-score at 10 µM; Tet-inducible ROMK, thallium flux fluorescence; actives lie on both sides;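 active means signal ratio slope over the read window, or its plate-corrected B-score, at least 3 SD from the plate mean, either direction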;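 further: B-score of the F/F0 ratio slope over 7 to 12 s after thallium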
Target sequence (P48048 whole entry, looked up): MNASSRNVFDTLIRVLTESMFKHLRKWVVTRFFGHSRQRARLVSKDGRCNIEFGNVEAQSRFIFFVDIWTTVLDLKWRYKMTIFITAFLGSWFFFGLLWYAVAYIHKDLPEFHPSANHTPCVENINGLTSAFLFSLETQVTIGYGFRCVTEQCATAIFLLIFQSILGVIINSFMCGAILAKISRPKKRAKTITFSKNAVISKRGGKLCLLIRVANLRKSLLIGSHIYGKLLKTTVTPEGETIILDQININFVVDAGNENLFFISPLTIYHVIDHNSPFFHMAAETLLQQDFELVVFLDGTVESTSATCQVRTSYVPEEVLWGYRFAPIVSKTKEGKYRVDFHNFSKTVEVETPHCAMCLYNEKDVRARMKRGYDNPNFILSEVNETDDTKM
STAT3 inh – STAT3 signaling inhibition; U3A cells, IL-6 STAT3-luciferase reporter, luminescence; host cell line lacks STAT1; inhibition, % at 5.5 µM; 0.89% of 190,000 active;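 active means inhibition above the mean inhibition across all screened compounds plus 3 SD, cut at about 44% in these data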;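 further: 0% = DMSO only wells and 100% = 100 µM nifuroxazide control wells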
SRC2 TRFRET art – counter-screen for PPARgamma SRC-2 recruitment agonists: TR-FRET artefact; active compounds read high; TR-FRET ratio at 8 µM; 0.4% of 200,000 active; in the data active means TR-FRET ratio above about 2000; further: inactives centre near 1500
PPARg SRC-1 ag – PPARgamma-driven SRC-1 recruitment agonism. 0.41% of 200,000 active. AID 631. P37231. activation, % at 8 µM. PPARgamma-SRC-1 coactivator recruitment biochemical assay; in the data active means activation above about 19%;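 further: 0% = DMSO and 100% = reference agonist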
bIAP inhibitor – intestinal alkaline phosphatase (bovine) inhibition | purified bovine IAP, CDP-star luminescence, 30 min | inhibition, % at 20 µM | 190,000 tested, under 10 active | AID 1019;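 active means over 50% inhibition of intestinal alkaline phosphatase at 20 µM in the single-dose screen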
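Assay system: bovine IAP enzyme; medium: DEA buffer 100 mM, pH 9.8, with MgCl2 1.0 mM, ZnCl2 0.02 mM; doses: 20 µM single dose; incubation: enzyme reaction for 30 min at room temperature; detection: CDP-star luminescence signal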
TNAP act hiacc – activators of human TNAP at high phosphate acceptor concentration. P05186. purified TNAP, CDP-star luminescence, 1 M DEA, 30 min; active compounds read high; 0 = EDTA background, 1 = DMSO-only activity. activation factor at 20 µM. 200,000 tested, under 10 active. AID 1136;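 active means activation factor at least 2 at 20 µM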
Target sequence (P05186 whole entry, looked up): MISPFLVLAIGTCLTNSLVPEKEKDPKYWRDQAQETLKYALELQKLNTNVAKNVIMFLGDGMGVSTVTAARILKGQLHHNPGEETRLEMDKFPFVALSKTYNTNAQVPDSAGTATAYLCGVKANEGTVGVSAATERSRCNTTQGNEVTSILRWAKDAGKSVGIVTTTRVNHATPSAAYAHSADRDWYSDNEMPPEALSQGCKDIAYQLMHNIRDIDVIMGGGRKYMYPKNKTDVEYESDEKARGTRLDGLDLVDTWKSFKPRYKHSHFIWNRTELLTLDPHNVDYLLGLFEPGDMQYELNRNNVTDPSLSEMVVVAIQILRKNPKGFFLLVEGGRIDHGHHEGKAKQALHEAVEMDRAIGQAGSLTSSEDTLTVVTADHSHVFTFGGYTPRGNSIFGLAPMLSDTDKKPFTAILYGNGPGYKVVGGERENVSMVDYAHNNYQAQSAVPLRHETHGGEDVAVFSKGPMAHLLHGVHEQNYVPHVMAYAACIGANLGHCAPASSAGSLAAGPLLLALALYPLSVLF
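Control set: EDTA negative control, DMSO positive control / Assay system: human TNAP / Quantity: TNAP 1/800 final / Evaluation: TNAP activation factor scaled between EDTA and DMSO control wells / Measured by: luminescent substrate turnover signal / Compound dosing: one dose, 20 µM / Times: 30 min enzyme reaction at room temperature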
PPARg SRC2 recr – agonists of SRC-2 recruitment by human PPARgamma; activation, % at 8 µM; PPARgamma LBD-SRC-2 recruitment, biochemical; AID 1032; P37231; 0.34% of 200,000 active; in the data active means activation above about 22%;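 further: 0% = vehicle and 100% = reference agonist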
Starred values were filed as active, the others as inactive; nt = not tested or not shown.

Every second line gives: PPARg SRC-1 ag	STAT1 blocker	bIAP inhibitor	SRC2 TRFRET art	bIAP act	TNAP act hiacc	STAT3 activator	PPARg SRC2 recr	PPARg SRC3 recr	ROMK primary	STAT3 inh
1) O=C(Nc1ccc(Br)cn1)c1cccc(-c2cc3ccccc3oc2=O)c1
→ -5	-48	12	1529	0.9	1	107	-5	0	nt	-8
2) O=C(NCCc1ccncc1)C12CC3CC(CC(C3)C1)C2
→ -4	-6	5	1470	1	1	103	0	-3	-0.019	-4
3) Cc1cc(OCC(=O)Nc2ccc3oc(-c4ccncc4)nc3c2)ccc1Cl
→ 42*	-2	5	1643	0.9	1	67	9	1	-1.4	40
4) Cc1ccc(-n2cc(CN(C)Cc3nccn3C)c(-c3ccc(F)cc3)n2)cc1
→ 1	1	-19	1538	1.2	1	98	0	2	1.3	5
5) CC(C)OC(=O)CSc1nnc(CNc2nc(-c3ccccc3)cs2)n1C
→ 8	1	6	1546	0.9	1	95	12	7	-2.7*	9
6) O=C(O)c1cccnc1Oc1ccccc1
→ 1	0	-13	1326	1.1	1	103	0	-6	nt	-2
7) COc1ccc(OCC(=O)Nn2c(-c3cccc(OC)c3)nc3ccccc3c2=O)cc1
→ -2	-9	-8	1494	1.1	1	105	-1	3	0.57	-8
8) Cc1cc(Br)cn2cc(C(=O)O)nc12
→ 8	-6	1	1845	1	1.1	87	12	14	-0.34	24
9) CCn1c(CCNC(=O)c2ccc(Cl)c(Cl)c2)nnc1SCCOc1ccc(OC)cc1
→ -1	4	7	1598	0.9	1	82	4	4	-0.8	26
10) N#C/C(C(=O)N1CCOCC1)=C1/SC=C(c2ccccc2)N1c1ccccc1
→ 4	-3	nt	1396	nt	nt	98	-4	-3	nt	5
11) O=c1cc(N2CCc3ccccc32)[nH]c(=O)n1-c1ccccc1
→ 3	5	-5	1440	1	1	102	4	1	nt	3
12) O=C(COC(=O)c1ccc(Cl)c(S(=O)(=O)N2CCCCCC2)c1)Nc1ccccc1
→ 4	-8	12	1562	0.9	1	103	5	1	nt	0
13) Cc1ccc(-n2c(CCc3ccccc3)nnc2SCC(=O)NCc2ccccc2)cc1C
→ 5	5	-7	1674	1.1	1.1	103	8	2	0.024	3
14) CN(C)S(=O)(=O)c1ccc(C(=O)Nc2ccc(F)cc2F)cc1
→ -1	-3	15	1801	0.8	1	98	5	-3	nt	11
15) C/C(=N\NC(=O)COc1ccc(C#N)cc1)c1ccccc1OC(F)F
→ 3	-5	4	1578	1	1	103	2	4	nt	2
16) O=C(Nc1nccs1)c1cc2c(s1)-c1ccccc1OC2
→ 4	-51	17	1709	0.8	1.1	96	1	10	nt	14
17) COc1ccc(OC)c(NC(=O)c2ccc(CSc3ncccn3)cc2)c1
→ -4	1	12	1387	0.9	1	89	6	-2	nt	16
18) O=C(CSc1nnnn1-c1ccc2c(c1)OCO2)NCc1cccs1
→ 1	0	19	1426	0.8	1	102	-1	-15	-0.016	-2
19) Cc1cc(C)cc(NC(=O)c2ccc3nc[nH]c3c2)c1
→ -4	-3	4	1436	1	1	109	-9	-3	nt	-10
20) O=C(NCCc1ccccc1)C1CCN(S(=O)(=O)c2ccc(Br)s2)CC1
→ 4	4	3	1517	1	1	86	10	4	1.4	19
21) c1ccc(-c2csc3ncnc(NCC4COc5ccccc5O4)c23)cc1 (stereo unspecified)
→ -1	38*	34	1633	0.7	1	31	7	6	-1.5	84*
22) CC1=NNC(=O)/C1=C\c1cn(-c2ccccc2)nc1-c1ccc(F)cc1
→ 12	-17	-26	1626	1.3	1	90	11	-2	0.013	16
23) COc1ccc(NC(=O)COC(=O)c2cnccn2)cc1Cl
→ 2	3	4	1620	1	1	98	-3	-4	0.98	9
24) CCOC(=O)N1CCC(n2c(SCC(=O)NCCc3ccc(S(N)(=O)=O)cc3)nc3ccccc3c2=O)CC1
→ -4	5	-12	1504	1.1	1	105	-4	-2	-0.29	-4
25) COc1ccc(Oc2cnn(-c3ccccc3)c(=O)c2Br)cc1
→ 15	-15	2	1879	1	1	99	4	8	0.16	6
26) COc1ccc(-c2c(C)n([O-])c(C)c(C)[n+]2=O)cc1
→ 7	2	12	1472	0.9	1	101	1	1	-0.016	-4
27) CCOC(=O)C1=C(N)N(c2ccccc2Oc2ccccc2)C(=O)C1
→ 4	-1	2	1829	1	1.1	105	1	3	nt	-1
28) O=C(Nc1ccc(F)cc1F)c1csc(-c2ccncc2)n1
→ 4	-17	1	1625	1	1	91	2	4	2.6	15
29) COCCNC(=O)C(=O)NCCN1CCNCC1
→ 6	0	-8	1614	1.1	1.1	98	3	2	0.33	4
30) CC(=O)Nc1ccc(NC(=O)CSc2ccc(C(F)(F)F)cc2[N+](=O)[O-])cc1
→ -5	2	-9	1376	1.1	1	100	-8	0	nt	2
31) CCOC(=O)c1c(-c2ccc(C)o2)csc1NC(=S)NC(=O)c1ccccc1Br
→ 18	-1	28	1434	0.7	1	108	-2	0	nt	-2
32) COc1cc([N+](=O)[O-])ccc1NC(=O)CC(C)C
→ 11	-4	2	1609	1	1	98	0	7	-0.64	7
33) CCc1cc(C(=O)N2CCc3c([nH]c4ccccc34)C2c2ccc(OC)cc2F)no1 (stereo unspecified)
→ 7	-13	-19	1789	1.2	1.1	122	-1	4	nt	-24
34) CCCOn1nnnc1-c1ccccc1
→ -5	1	9	1581	0.9	1	107	-2	-1	nt	-4
35) CCOc1[nH]n(-c2ccccc2)c(=O)c1C=Nc1ccc(Cl)cc1
→ 2	5	2	1511	1	1	99	8	-3	nt	2
36) COc1ccc(OC)c(C(=O)c2coc3ccc(OC(C)=O)cc23)c1
→ 3	-2	-3	1617	1	1.1	84	8	4	0.86	20
37) CC(=O)Nc1ccc(S(=O)(=O)N2CCN(Cc3ccccc3[N+](=O)[O-])CC2)cc1
→ 4	7	-6	1462	1.1	1	89	7	0	-2.3	21
38) C=CCSc1nc(N)c2c(C)c(C)sc2n1
→ -7	-15	28	1249	0.7	1	98	0	-9	nt	9
39) Cc1cccc(Nc2nc3c(c(=O)n(C)c(=O)n3C)n2Cc2ccccc2)c1
→ -3	9	10	1527	0.9	1	110	-5	-1	nt	-7
40) CN1CCN(C2=Cc3ccccc3Sc3cc(F)c(Cl)cc32)CC1
→ 0	1	-6	1557	1.1	1	86	9	4	0.59	20
41) CCn1c(O)c(/C=C2\C=Nc3ccccc32)sc1=O
→ 4	-88	0	1703	1	1	126	3	7	1.3	-27
42) COc1ccc(OC)c(NC(=O)c2nnn(CCc3ccccc3)c2N)c1
→ -5	-3	6	1656	0.9	1.1	93	-6	8	nt	16
43) CN(CCN1CCc2ccccc2C1)Cc1nc(-c2ccc3c(c2)OCO3)no1
→ 2	-14	-3	1541	1	1	109	-1	-1	0.12	2
44) Cc1cc(C)c(S(=O)(=O)N2CCOCC2)cc1NS(=O)(=O)c1cc(OCC(N)=O)c(C)cc1Cl
→ 5	-2	-3	1458	1	1.1	96	6	1	-0.65	9
45) CNC(=S)N/N=C/C1=CCC2CC1C2(C)C (stereo unspecified)
→ 3	3	6	1595	0.9	1	98	6	-2	-1.3	1
46) CCOc1ncccc1C(=O)OCC(=O)Nc1ncc(C(F)(F)F)cc1Cl
→ 0	5	1	1460	1	1	110	-3	-3	0.14	-8
47) CC1Cc2ccccc2N1C(=O)CCn1c(=O)oc2ccccc21 (stereo unspecified)
→ -6	-5	4	1344	1	1	101	-9	1	nt	7
48) CC(C)C1N=C2c3ccccc3N=C(SCc3cc(=O)n4cc(Cl)ccc4n3)N2C1=O (stereo unspecified)
→ 1	-5	-3	1569	1	1	102	7	5	0.41	-1
49) CCc1ccc(C2C(C#N)=C(N)Oc3n[nH]c(CC(=O)OC)c32)cc1 (stereo unspecified)
→ 2	1	45	1652	0.5	1	97	6	-3	nt	4
50) COc1ccccc1N1CCN(Cc2ccsc2)CC1
→ -10	13	2	1429	1	1	90	5	2	-0.77	17
51) O=C(c1ccccc1)c1cn[nH]c1-c1ccccc1O
→ 9	9	-45	1404	1.5	1	107	-4	5	nt	-7
52) COCCNC(=O)c1ccccc1NC(=O)C1COc2ccccc2O1 (stereo unspecified)
→ 3	-4	13	1573	0.9	1	103	-3	-5	nt	3
53) CCN(CC)C(=O)N1CCN(S(=O)(=O)c2c(C)cc(C)cc2C)CC1
→ -2	8	-22	1568	1.2	1	94	5	10	-1.1	11
54) CC(C)c1ccccc1NC1=CC(=O)CC(C)(C)C1
→ -1	0	4	1454	1	1	92	8	4	-0.0065	11
55) CCOCC(=O)Nc1nnc(Cc2ccc(OC)c(OC)c2)s1
→ 3	5	-1	1578	1	1	111	9	1	nt	-7

Marked active in STAT1 blocker, of those listed so far:
| # | Molecule | PPARg SRC-1 ag | STAT1 blocker | bIAP inhibitor | bIAP act | TNAP act hiacc | STAT3 activator | PPARg SRC2 recr | PPARg SRC3 recr | ROMK primary |
| --- | --- | --- | --- | --- | --- | --- | --- | --- | --- | --- |
| 21 | c1ccc(-c2csc3ncnc(NCC4COc5ccccc5O4)c23)cc1 (stereo unspecified) | -1 | 38* | 34 | 0.7 | 1 | 31 | 7 | 6 | -1.5 |
